UHRF1 MBD2 ctr = human UHRF1 methylated DNA binding inhibitors | Q96T88 | UHRF1 binding to methylated oligo, TR-FRET | inhibition, % at 4.4 µM | hit rate 0.75% among 370,000 | AID 687016; in the data active means inhibition above about 21%;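 further: UHRF1 SRA domain binding a hemimethylated CpG hairpin DNA probe; 0% = median of test compound wells and 100% = reference inhibitor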
ARFGAP1 inhibitor = inhibitors of rat ARFGAP1. Q62848. Arfgap1-stimulated ARF1 GTP hydrolysis, GDP FP detection. inhibition, % at 16.5 µM. hit rate 0.26% among 360,000. AID 651572;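 active means inhibition above a per-plate limit, mean inhibition of low control wells plus 3 SD, cut at about 25% in these data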;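 further: 0% = DMSO wells with enzyme and 100% = wells lacking Arfgap1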
Target sequence (Q62848 1-136 limits assumed): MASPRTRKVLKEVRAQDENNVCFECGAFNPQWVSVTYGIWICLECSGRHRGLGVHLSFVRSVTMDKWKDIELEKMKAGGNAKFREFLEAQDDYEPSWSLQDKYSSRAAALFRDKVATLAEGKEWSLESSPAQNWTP
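system = rat Arfgap1 catalytic domain, aa 1-136 | technique = FP, GDP Alexa 633 tracer displaced from anti-GDP antibody, 620/688 nm | compound = one concentration, 16.5 µM, DMSO 1.26% | medium = HEPES-based buffer, pH 7.5 | timing = compound-enzyme preincubation 20 min, reaction 120 min, detection 60 min, 25 °C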
Tn6 DDE FP = inhibitors of Tn6 peptide binding to human fibrin DD(E) | P02675 | Fibrin DD(E) TRITC-Tn6 fluorescence polarization displacement | inhibition, % at 8.3 µM | hit rate 0.21% among 370,000;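 active means inhibition above a per-campaign cutoff: mean of compounds within control limits plus 3 SD, cut at about 15% in these data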;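 further: 0% = median of all compound wells on the plate and 100% = blocking peptide control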
Target sequence (P02675 whole entry, looked up): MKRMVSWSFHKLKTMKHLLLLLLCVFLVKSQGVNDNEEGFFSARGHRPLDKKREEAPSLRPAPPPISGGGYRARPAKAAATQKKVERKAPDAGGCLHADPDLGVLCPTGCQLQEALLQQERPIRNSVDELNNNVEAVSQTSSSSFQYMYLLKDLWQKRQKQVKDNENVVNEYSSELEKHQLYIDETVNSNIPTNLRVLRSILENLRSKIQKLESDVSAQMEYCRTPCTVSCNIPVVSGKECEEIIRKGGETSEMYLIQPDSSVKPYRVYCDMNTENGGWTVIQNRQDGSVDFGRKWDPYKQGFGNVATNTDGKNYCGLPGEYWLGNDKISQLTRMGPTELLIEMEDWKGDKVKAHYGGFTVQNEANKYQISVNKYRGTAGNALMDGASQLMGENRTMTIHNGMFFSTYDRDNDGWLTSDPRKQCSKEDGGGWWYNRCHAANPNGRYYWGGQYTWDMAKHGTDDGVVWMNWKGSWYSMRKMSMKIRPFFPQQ
PLCg1 inh = PLC-gamma1 (human) inhibition, primary screen; P19174; purified PLC-gamma1, fluorogenic substrate, fluorescence; inhibition, % at 12.2 µM; hit rate 0.84% among 370,000; AID 720700; in the data active means inhibition above about 9.5%
DDE Tn7 FP inh = disrupts Tn7 cyclic peptide binding to fibrin D-Dimer-E complex | P02675 | FP displacement of FITC-Tn7 peptide from fibrin DD(E); 0% = median of compound wells per plate | inhibition, % at 8.3 µM | hit rate 0.13% among 370,000 | AID 720508;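 active means inhibition above the mean of compounds falling within the control limits plus 3 SD of them, cut at about 14% in these data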;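 further: 0% = plate median of compound wells and 100% = 10 µM Aha-Tn7 peptide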
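Assay system: human fibrin DD(E). Input: DD(E) 2 µM final. Medium: Tris buffer with calcium and detergent, pH 7.8. Compound dosing: single point at 8.3 µM. Timing: 10 min plus 3 h, room temperature. Technique: fluorescence polarization of the labelled Tn7 tracer. Read-out: percent inhibition. Replicates: singlicate testing.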
PLC-beta3 inh = blocks human PLC-beta3 enzyme activity; Q01970; Purified PLC-beta3, fluorogenic substrate, fluorescence; inhibition, % at 12.2 µM; hit rate 0.18% among 370,000; AID 720704; in the data active means inhibition above about 11%;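 further: 0% = median of compound wells on plate and 100% = full blocker control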
ADAM17 inh = ADAM17 inhibition, QFRET primary screen. inhibition, % at 6.95 µM. hit rate 0.83% among 370,000. P78536. recombinant ADAM17, EDANS/DABCYL FRET peptide cleavage;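 active means inhibition above the mean of compounds lying between control limits plus 3 SD, set per campaign, cut at about 8.5% in these data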;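 further: 0% = DMSO-only wells as the low control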
KLK7 zymogen act = activates the human kallikrein-7 zymogen; hit rate 0.9% among 370,000; P49862; activation, % at 7 µM; purified proKLK7, EDANS-DABCYL substrate fluorescence; 100% is mature enzyme control, 0% vehicle;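 active means activation above the mean of all tested compounds plus 3 SD, computed per campaign excluding outliers beyond control limits, cut at about 13% in these data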
MBD2 inh = inhibitors of human MBD2 binding to methylated oligonucleotide | inhibition, % at 4.4 µM | AID 686964 | Q9UBB5 | hit rate 0.31% among 370,000 | TR-FRET; in the data active means inhibition above about 13%
Target sequence (Q9UBB5 whole entry, looked up): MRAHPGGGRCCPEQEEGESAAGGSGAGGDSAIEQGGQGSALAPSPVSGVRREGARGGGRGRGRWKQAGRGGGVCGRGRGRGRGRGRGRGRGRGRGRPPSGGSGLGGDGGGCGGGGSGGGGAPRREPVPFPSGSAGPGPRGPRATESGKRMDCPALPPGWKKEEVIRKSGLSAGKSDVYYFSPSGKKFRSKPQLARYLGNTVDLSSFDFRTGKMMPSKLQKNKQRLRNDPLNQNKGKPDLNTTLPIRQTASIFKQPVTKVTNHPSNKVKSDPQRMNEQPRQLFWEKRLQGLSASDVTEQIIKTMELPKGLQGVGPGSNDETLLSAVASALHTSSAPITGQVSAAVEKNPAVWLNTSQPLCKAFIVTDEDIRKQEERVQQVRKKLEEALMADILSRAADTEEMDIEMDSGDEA
ASAP1 GAP inh = ASAP1 ArfGAP inhibition; Q9ULH1; ASAP1-stimulated ARF1 GTP hydrolysis, GDP FP detection; inhibition, % at 16.5 µM; hit rate 0.19% among 360,000; in the data active means inhibition above about 25%;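 further: 0% = vehicle with enzyme and substrate and 100% = no enzyme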
The depositor's hits bear a star; i = inactive; nt = no result given.

SMILES	UHRF1 MBD2 ctr	ARFGAP1 inhibitor	Tn6 DDE FP	PLCg1 inh	DDE Tn7 FP inh	PLC-beta3 inh	ADAM17 inh	KLK7 zymogen act	MBD2 inh	ASAP1 GAP inh
Nc1nc(=S)c2ncn(C3CCCCC3)c2[nH]1	-1	2	-4	2	-4	3	0	0.2	-3	-4
CCc1ccc(-c2ccc3nnc(SC)n3n2)cc1	-3	2	-3	-286	0	-434	-18	1.3	2	-3
O=c1c2ccccc2ncn1CCCSc1ccc(Cl)cc1	-1	7	-7	5	-10	1	3	0.5	-6	-4
C=CC[C@H]1c2ccccc2[C@H]2N3N=Cc4ccccc4[C@H]3[C@H](CCCC)C(=O)N2N1C(=O)c1ccccc1	-2	nt	-4	-3	0	2	-2	0.1	2	nt
N#CCCN1CCNCC1	-1	-3	7	4	0	5	0	0.4	-6	-6
Cc1ccc(CCNC(=O)Cn2cccc2)cc1	-3	0	5	1	-5	-1	0	0.5	2	14
COc1ccccc1NC(=S)N1CCN(C(c2ccccc2)c2ccccc2)CC1	-1	1	2	3	-2	-3	7	0.5	-4	-7
CCC(Sc1nc2ccncc2[nH]1)C(=O)Nc1cc(Cl)ccc1C (configuration not stated)	5	-4	-13	8	1	2	-1	0.5	7	-2
CCN(CC(=O)Nc1c(F)cccc1F)C(=O)c1n[nH]c2ccccc12	0	-6	-1	-3	6	-1	-2	-0.7	4	-5
CC(=O)Nc1ccc(NC(=O)COC(=O)C2c3ccccc3Oc3ccccc32)cc1	0	9	-5	-1	1	0	-3	0.4	1	12
CC(=O)NNC(=O)CCn1nnc(-c2ccc(Cl)cc2)n1	0	11	0	5	-1	-3	1	0.1	2	-1
COc1ccc(C2(C)NC(=O)N(CC(=O)Nc3ccc4c(c3)CCC4)C2=O)cc1OC (configuration not stated)	5	0	5	0	4	-4	0	-0.4	-4	-12
Cc1c(C(=O)Nc2ccccn2)oc2ccc(Br)cc12	-2	-5	0	4	1	-9	-4	0.3	-3	-16
COC(=O)C1CCN(C(c2ccc(OC)c(OC)c2)c2sc3nc(C)nn3c2O)CC1 (configuration not stated)	1	4	-1	0	-1	0	-1	-0.2	0	-8
CC1=C(C(=O)Nc2ccccn2)C(c2ccc(Br)cc2)NC(=S)N1 (configuration not stated)	2	10	3	15*	0	5	3	0.0	3	-1
CC(C)(C)c1ccc(S(=O)(=O)NC(=O)C2(C)CCN2C(=O)Cc2cccc3ccccc23)cc1 (configuration not stated)	-1	-13	6	-7	2	-7	0	0.0	0	9
CC(=O)Nc1ccc(-c2nnc(SCC(=O)Nc3ccc4c(c3)oc3ccccc34)n2C)cc1	2	-1	-5	-3	-2	-2	-3	-0.2	-3	3
CSc1ncccc1C(=O)OCC(=O)NC1CCCCC1	-1	8	5	1	9	1	-2	-0.7	-4	1
CCCSc1nc2c(c(=O)n(C)c(=O)n2C)n1C	2	4	6	0	12	-8	-3	-0.5	7	4
CCCCc1nc2n[nH]c(N)c2c2c1CCC2	-3	-1	6	-3	2	-12	-3	-0.2	-1	-9
COc1ccc(C(=O)Nc2ccc(S(=O)(=O)N3CCCCC3)cc2)cc1	3	2	-5	3	-4	1	3	0.1	4	18
COc1cccc(NC(=O)CN(C)C(C)C(=O)NC(=O)NC2CCCCC2)c1 (configuration not stated)	-1	12	0	1	4	-4	-1	0.1	-3	-7
CCc1nnc(NC(=O)c2ccc(NC(=O)C(C)C)cc2)s1	8	0	-1	-2	4	-5	-6	0.6	9	9
O=C(N/N=C/c1ccccc1Cl)c1cccc(F)c1	1	7	-1	1	-1	0	-1	-0.2	0	10
Cc1ccc(C(=O)N/C(=C/c2ccco2)C(=O)NCC2CCCO2)cc1 (configuration not stated)	-4	-2	-7	-13	2	-13	-3	-0.5	-3	-1
CC1(C)OC2OC(C(=O)N/N=C/c3ccccc3F)C3OC(C)(C)OC3C2O1 (configuration not stated)	-2	2	0	0	-2	3	-2	0.6	-6	-1
NC(=O)C1CCN(C(=O)N2c3ccccc3Sc3ccccc32)CC1	-4	-14	-5	0	1	1	-5	-0.8	-2	8
CCCOc1ccc(N2CC(C(=O)Nc3ncccc3C)CC2=O)cc1 (configuration not stated)	2	-13	4	-3	3	1	-7	-0.4	5	-5
C=CCSc1nnc(NC(=O)CSCc2c(C)noc2C)s1	0	-12	9	3	5	-1	-6	0.2	-2	-10
CC(C)N(C(=O)[C@H]1C[C@H](CC(=O)NCCN2CCOCC2)C(=O)N2CCc3c([nH]c4cc(CCC(=O)N(C)C)ccc34)[C@]12C)C(C)C	-1	-1	5	0	-4	-2	1	2.0	0	5
CCCOC(=O)/C=C/c1c(C)[nH]c(=O)[nH]c1=O	-3	0	2	7	-5	6	1	-0.8	1	-11
CCN=C(NS(=O)(=O)c1ccc(Br)cc1)c1ccc(Cl)cc1	-2	6	-3	-2	7	-2	0	0.1	-1	-14
COc1ccc(OC)c(C2C(C(C)=O)=C(O)C(=O)N2c2ccc(F)cc2)c1 (configuration not stated)	-5	13	-7	-48	-9	-78	-5	0.1	5	-6
CN(C(=O)COC(=O)/C=C/c1ccc(C(F)(F)F)cc1)c1c(N)n(Cc2ccccc2)c(=O)[nH]c1=O	-3	7	-2	6	-2	-3	-5	-0.1	-3	3
COCc1c(C(=O)Nc2nc(C)cs2)oc2ccccc12	5	3	3	-11	3	-16	-3	0.1	0	4
Cc1ccc(C)c(NC(=O)CCN2C(=O)[C@@H]3Cc4ccccc4CN3C2=O)c1	-1	4	1	-1	2	-163	-2	-0.3	-5	10
CCN1C(=O)c2ccccc2S(=O)(=O)c2ccc(C(=O)NCC(OC)OC)cc21	0	5	4	-1	4	-2	2	0.8	2	-1
CC(C)CN(C(=O)COC(=O)C12CC3CC(CC(C3)C1)C2)c1c(N)n(Cc2ccccc2)c(=O)[nH]c1=O	-1	-2	-4	-1	3	-5	-5	0.4	1	-9
CCn1nc(C)cc1C(=O)NC1CC(C)(C)Cc2c1cnn2-c1cccc(F)c1 (configuration not stated)	8	7	6	0	-4	-8	1	-0.1	1	-6
COC(=O)c1cc(=O)[nH]c(SCc2cccc(C)c2)n1	-1	5	7	0	9	-1	-2	-0.2	-2	0

Twelve compounds out of the list, ordered by heavy-atom count, falling:
SMILES	UHRF1 MBD2 ctr	ARFGAP1 inhibitor	Tn6 DDE FP	PLCg1 inh	DDE Tn7 FP inh	PLC-beta3 inh	ADAM17 inh	KLK7 zymogen act	MBD2 inh	ASAP1 GAP inh
CC(C)N(C(=O)[C@H]1C[C@H](CC(=O)NCCN2CCOCC2)C(=O)N2CCc3c([nH]c4cc(CCC(=O)N(C)C)ccc34)[C@]12C)C(C)C	-1	-1	5	0	-4	-2	1	2.0	0	5
CC(C)CN(C(=O)COC(=O)C12CC3CC(CC(C3)C1)C2)c1c(N)n(Cc2ccccc2)c(=O)[nH]c1=O	-1	-2	-4	-1	3	-5	-5	0.4	1	-9
CN(C(=O)COC(=O)/C=C/c1ccc(C(F)(F)F)cc1)c1c(N)n(Cc2ccccc2)c(=O)[nH]c1=O	-3	7	-2	6	-2	-3	-5	-0.1	-3	3
CCN1C(=O)c2ccccc2S(=O)(=O)c2ccc(C(=O)NCC(OC)OC)cc21	0	5	4	-1	4	-2	2	0.8	2	-1
CC1(C)OC2OC(C(=O)N/N=C/c3ccccc3F)C3OC(C)(C)OC3C2O1 (configuration not stated)	-2	2	0	0	-2	3	-2	0.6	-6	-1
COc1ccc(OC)c(C2C(C(C)=O)=C(O)C(=O)N2c2ccc(F)cc2)c1 (configuration not stated)	-5	13	-7	-48	-9	-78	-5	0.1	5	-6
CCCOc1ccc(N2CC(C(=O)Nc3ncccc3C)CC2=O)cc1 (configuration not stated)	2	-13	4	-3	3	1	-7	-0.4	5	-5
NC(=O)C1CCN(C(=O)N2c3ccccc3Sc3ccccc32)CC1	-4	-14	-5	0	1	1	-5	-0.8	-2	8
C=CCSc1nnc(NC(=O)CSCc2c(C)noc2C)s1	0	-12	9	3	5	-1	-6	0.2	-2	-10
COCc1c(C(=O)Nc2nc(C)cs2)oc2ccccc12	5	3	3	-11	3	-16	-3	0.1	0	4
COC(=O)c1cc(=O)[nH]c(SCc2cccc(C)c2)n1	-1	5	7	0	9	-1	-2	-0.2	-2	0
CCCOC(=O)/C=C/c1c(C)[nH]c(=O)[nH]c1=O	-3	0	2	7	-5	6	1	-0.8	1	-11

The listing continues:
SMILES	UHRF1 MBD2 ctr	ARFGAP1 inhibitor	Tn6 DDE FP	PLCg1 inh	DDE Tn7 FP inh	PLC-beta3 inh	ADAM17 inh	KLK7 zymogen act	MBD2 inh	ASAP1 GAP inh
C[C@]12c3[nH]c4cc(-c5ccco5)ccc4c3CCN1C(=O)[C@@H](CC(=O)NCCc1ccccn1)C[C@@H]2C(=O)N1CCCCC1	-1	14	-3	i	5	i	-159	178*	3	4
CC(=O)Nc1nc(C)nc(C)c1C(C)=O	-2	-2	3	1	6	2	-2	0.7	-3	-10
CCOc1ccc(CCNC(=O)COC(=O)COc2ccc(Cl)cc2)cc1OCC	1	8	7	-9	6	-9	-6	0.0	-7	-4
CCCCCCCCN1C(=O)[C@H](CC(=O)N2CCC(c3ccccc3)CC2)C[C@@]2(C(=O)OC)CC(C)(C)CC=C12	-1	15	8	-1	2	-1	-2	-0.2	-1	-2
Cn1c(SCC(=O)Nc2cccc(S(=O)(=O)NC3=NCCCCC3)c2)nnc1-c1ccncc1	1	-7	3	0	-5	-2	1	-0.5	-7	0
COc1ccccc1CNC(=O)COC(=O)CC1CC2CCC1C2 (configuration not stated)	2	-6	-1	1	-1	-8	2	0.3	-4	5
CCOc1cc2[nH]c(=O)n(CC3CCC(C(=O)NCCC(C)C)CC3)c(=O)c2cc1OCC (configuration not stated)	-1	4	-7	4	-4	-4	-1	-0.1	-2	3
CN(C)CCNC(=O)COc1ccc(Cl)cc1Cl	-2	-8	-6	-1	4	2	0	0.3	0	-9
COC(=O)CC(CP(=O)(O)CN(C)C=O)C(=O)OC (configuration not stated)	0	-7	3	3	-2	-8	-3	-0.2	-1	3
CC(=O)N1CCC2(CC1)C/C(=N\NC(=S)Nc1ccc(C)cc1)c1cc(O)ccc1O2	-2	5	2	-113	-3	-172	-22	-5.1	-3	17
CN(C(=O)COC(=O)c1cccs1)c1c(N)n(Cc2ccccc2)c(=O)[nH]c1=O	-1	-2	9	-1	4	-2	-4	0.2	-2	3
NS(=O)(=O)c1ccc(CCNC(=O)C2CCCN2C(=O)c2cccs2)cc1 (configuration not stated)	0	7	-2	1	0	-7	-4	0.5	-1	-20

High-throughput results: PubChem, The Scripps Research Institute Molecular Screening Center
